Assay outcomes: PubChem BioAssay, several laboratories
HTR2A ag – mouse HTR2A agonism via beta-arrestin recruitment | AID 624169 | activation, % at 7.6 µM | CHO-K1 mHTR2A beta-arrestin complementation, luminescence; percent of 30 µM serotonin response | 360,000 compounds, 0.66% hits;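 active = activation above a run cutoff, the mean activation of all tested compounds plus 3 SD, cut at about 14% in these data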;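 note: 0% = plate median of compound wells and 100% = 30 µM serotonin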
MC4R antagonist – blocks human MC4R cAMP signaling; P32245; MC4R-expressing cells, MTII-stimulated cAMP, LANCE TR-FRET; inhibition, % at 6.5 µM; 360,000 compounds, 0.48% hits;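 active = inhibition above its plate's cutoff, the mean of tested wells on that plate plus 3 SD, cut at about 29% in these data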;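 note: 0% = Melanotan II alone and 100% = Melanotan II plus saturating MCL0020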
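System – human MC4R-expressing U2OS cells · Also added – Melanotan II · Dosing – one concentration, 6.5 µM nominal · Timing – 30-min compound, 1-h challenge, 1-h detection, room temperature · Measured by – Eu-cAMP/anti-cAMP TR-FRET, emission 671 nm · Replicates – singlicate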
MC4R ag barr – human MC4R agonism via beta-arrestin. P32245. U2OS MC4R beta-arrestin complementation, luminescence; percent of melanotan II response, DMSO zero. activation, % at 8.9 µM. 360,000 compounds, 0.98% hits;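 active = activation above a per-plate cutoff, the mean activation of sample wells on that plate plus 3 SD, cut at about 8% in these data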
NOD2 RIPK2 PPI – NOD2-RIPK2 protein interaction inhibition. CHO BLA complementation NOD2-RIPK2, CCF4 ratio. inhibition, % at 4.98 µM. AID 624267. 360,000 compounds, 0.38% hits; in the data active = inhibition above about 21%;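 note: 0% = vehicle only and 100% = reference blocker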
H9c2 protect – myocardial damage modulation in H9c2 cells | H9c2 cardiomyocytes, H2O2 injury protection, ATPLite, 2 h | protection from H2O2 cell death, % at 20 µM | 360,000 compounds, 0.63% hits;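 active = compounds giving at least 50% protection of heart cells from peroxide-induced death in the single-dose screen, raw or plate-pattern-corrected value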;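 note: 0% = DMSO wells with peroxide and 100% = DMSO wells without peroxide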
NCOA2 inhibitor – human SRC2 (NCOA2) inhibition; Q15596; HEK293 GAL4-SRC2 luciferase reporter, luminescence; inhibition, % at 9 µM; 370,000 compounds, 0.17% hits;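 active = inhibition above the mean inhibition of all tested compounds plus 3 SD, set per campaign, cut at about 52% in these data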;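 note: 0% = DMSO treated cells and 100% = cells given Gossypol at 36 µM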
ABHD5-PLIN5 inh – ABHD5-PLIN5 protein interaction inhibition; Q00G26+Q8WTS1; Split G. princeps luciferase complementation, luminescence, 4 h; inhibition, % at 4 µM; 360,000 compounds, 0.78% hits; AID 602281;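 active = inhibition above the mean inhibition across every tested compound plus 3 SD, cut at about 22% in these data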;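 note: 0% = DMSO only wells and the 100% control is not disclosed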
Target sequence (Q00G26 whole entry, looked up): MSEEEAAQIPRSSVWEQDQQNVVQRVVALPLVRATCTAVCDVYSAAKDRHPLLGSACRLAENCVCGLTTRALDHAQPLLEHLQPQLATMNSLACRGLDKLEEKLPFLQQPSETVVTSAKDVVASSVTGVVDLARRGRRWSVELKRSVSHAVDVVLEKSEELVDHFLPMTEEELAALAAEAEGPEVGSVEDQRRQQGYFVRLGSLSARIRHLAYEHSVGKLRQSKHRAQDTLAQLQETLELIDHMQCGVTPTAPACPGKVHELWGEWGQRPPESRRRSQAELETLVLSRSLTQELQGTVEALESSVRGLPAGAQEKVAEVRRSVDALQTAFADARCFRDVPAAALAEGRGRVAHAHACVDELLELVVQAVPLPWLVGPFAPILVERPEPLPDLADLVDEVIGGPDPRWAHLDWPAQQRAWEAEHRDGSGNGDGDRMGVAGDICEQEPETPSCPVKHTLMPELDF
Target sequence (Q8WTS1 whole entry, looked up): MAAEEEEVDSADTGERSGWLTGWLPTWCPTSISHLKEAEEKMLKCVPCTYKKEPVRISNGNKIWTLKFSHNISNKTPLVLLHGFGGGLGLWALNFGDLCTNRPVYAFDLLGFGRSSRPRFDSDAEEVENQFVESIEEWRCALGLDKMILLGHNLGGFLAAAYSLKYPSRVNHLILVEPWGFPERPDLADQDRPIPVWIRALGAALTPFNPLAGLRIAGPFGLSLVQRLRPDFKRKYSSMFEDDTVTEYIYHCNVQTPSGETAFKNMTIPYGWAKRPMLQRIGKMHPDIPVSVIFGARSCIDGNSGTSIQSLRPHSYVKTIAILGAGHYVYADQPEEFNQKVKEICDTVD
TLR9-MyD88 inh – blocks human TLR9 binding to MyD88; Q9NR96+Q99836; CHO BLA complementation TLR9-MyD88, CCF4 FRET ratio; inhibition, % at 4.98 µM; 340,000 compounds, 0.21% hits; AID 504734;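 active = inhibition above the mean over all tested compounds plus 3 SD, cut at about 21% in these data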;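 note: 0% = DMSO only wells and 100% = clavulanate BLA inhibitor control wells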
Glyco luc inh – N-linked glycosylation inhibition; AID 588692; 360,000 compounds, 0.23% hits; D54 ERlucT glycosylation luciferase reporter, 24 h; percent of 100 nM tunicamycin response; reporter increase, % at 12.5 µM;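 active = mean luciferase reporter signal, scaled so untreated is 0 and the glycosylation-blocking control 100, at or above a set limit in every replicate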;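 note: luciferase carries N-glycosylation sites so blocking glycosylation raises the light; 0% = median of neutral control wells and 100% = median of 100 nM tunicamycin wells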
ABCB6 inh MLPCN – blocks the human ABCB6 transporter; Q9NP58; K562-ABCB6 porphyrin accumulation, flow cytometry, 1 h; active compounds read low; fluorescence ratio to DMSO, % at 10 µM; 360,000 compounds, 0.19% hits; AID 602162;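 active = fluorescence ratio to DMSO below 75%, the collection mean minus 3 SD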;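 note: signal is porphyrin accumulated inside mitochondria; 100% equals median channel fluorescence of DMSO control wells; lower ratio means ABCB6 inhibition with less porphyrin fluorescence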
Active calls of the source: *; x = no result given.

Sequence of screens – HTR2A ag, MC4R antagonist, MC4R ag barr, NOD2 RIPK2 PPI, H9c2 protect, NCOA2 inhibitor, ABHD5-PLIN5 inh, TLR9-MyD88 inh, Glyco luc inh, ABCB6 inh MLPCN
O=C(COC(=O)c1ccc(Cl)nc1)NC(=O)c1ccc(OC(F)F)cc1
    -1, 4, -2.9, -10, -5, -32, 5, 2, 1, 103
CC(Sc1nnc(COc2ccccc2)n1Cc1ccccc1)C(=O)O (stereo not given)
    2, 0, 1.2, -6, 4, 8, 0, 10, 2, 99
O=C1NC2(O)C(=O)c3ccccc3C2(O)N1 (stereo not given)
    3, 8, -3.5, 1, 3, -5, 1, -10, 2, 100
Cc1cc(C)nc(SCc2ccc([N+](=O)[O-])cc2)n1
    -3, 0, -1.6, 1, 1, -7, -3, -4, 0, 103
COc1ccc(-c2[nH]ncc2CN2CCN(C(=O)c3ccco3)CC2)cc1F
    1, 7, -0.3, -3, 12, 9, 1, 3, 0, 98
Cn1c(=O)c2c(nc(Sc3n[nH]c(N)n3)n2Cc2ccccc2Cl)n(C)c1=O
    3, 29*, 1.4, -1, 12, 3, -5, -7, 1, 102
O=C1CSC(c2ccccc2O)N1Cc1ccccc1 (stereo not given)
    1, 17, 0.0, -4, -4, 28, 2, -4, -3, 97
CCn1c(CNC(=O)c2ccc(OC)cc2)nnc1SCC(=O)c1ccccc1
    -4, 2, -2.8, 0, 13, -42, -5, -1, -1, 96
Cc1ccc(Cl)cc1NC(=O)CSc1nncn1-c1ccccn1
    -1, 7, 0.3, -5, -1, 4, 7, 2, 1, 96
N#Cc1ccsc1NC(=O)CSc1nnc(-c2ccccc2)o1
    -1, 7, -1.7, -5, -12, -19, 5, 2, 0, 99
Cc1cc(NC(=O)CCC(=O)N(CC(=O)NC2CCCC2)c2ccc(Cl)c(Cl)c2)no1
    0, 6, -2.4, -6, 3, 0, 2, 7, -3, 101
COc1ccc(N2CCN(S(=O)(=O)c3ccc4c(c3)CC(C)N4C(=O)C3CC3)CC2)cc1 (stereo not given)
    0, -2, -1.4, 7, -11, -8, -1, 1, 0, 102
CCNC(=O)c1cc2c(c(-c3cccc(-c4cncnc4)c3)n1)[C@H](CCO)N(C(C)=O)C2
    -1, x, x, 2, x, 13, -6, x, x, 101
COc1ccccc1C(=O)CN1C(=O)NC2(CCCc3ccccc32)C1=O (stereo not given)
    10, -7, 1.1, 8, 3, -11, 11, -3, 0, 95
CC(=O)N1CCc2cc(S(=O)(=O)NC(CC(C)C)C(=O)N3CCCC3)ccc21 (stereo not given)
    -5, 1, -0.2, -3, 9, 3, 4, -1, 2, 98
COc1ccc(/C=N\NC(=O)c2ccc([N+](=O)[O-])c(C)c2)cc1COc1ccccc1C(N)=O
    -8, -4, -1.0, -4, 31, -12, 5, -7, 2, 93
CN(C)S(=O)(=O)c1cccc(NC(=S)Nc2ccc3cn[nH]c3c2)c1
    0, 22, -0.5, 5, -4, -13, -5, -1, -2, 94
O=C(O)CSc1nc(-c2ccccc2)nc2c1CCCC2
    1, 10, -1.2, 1, 0, -4, -3, -1, 2, 96
COc1cc2c(cc1NC(=O)CSc1nc3cc(Cl)ccc3s1)oc1ccccc12
    3, 3, -0.5, 3, 3, -25, 0, -13, 1, 99
CCO[C@@H]1OC(C(=O)Nc2ccccc2)=C[C@H](c2coc3ccccc3c2=O)[C@H]1CCCO
    -2, 0, -1.9, 3, -4, -17, 1, 5, 11, 95
CC(C)c1ccc(OCC(=O)NCCO)cc1
    -2, 3, -2.2, -4, 1, -11, -8, -9, -1, 94
Cc1cc(C)cc(OCC(=O)N/N=C/c2ccco2)c1
    0, 0, -2.4, 3, -7, 4, -4, 6, 0, 99
COc1cc(SC)ccc1C(=O)NCC1CCCO1 (stereo not given)
    0, -2, 0.4, 0, -1, -27, 1, 3, -1, 102
COc1ccc(/C=C2\CCCC(C(=O)C(F)(F)F)=C2O)cc1
    2, -1, 0.8, 4, -1, -10, -4, 6, 4, 94
O=C(NC(=S)Nc1cccc(NC(=O)c2ccccc2Cl)c1)c1cccs1
    0, 1, 14*, -16, -4, -8, 0, -3, 1, 95
CC(=O)C1C(c2ccc3ncccc3c2)NC(=O)NC1(O)C(F)(F)F (stereo not given)
    -5, -1, -0.6, -5, 0, 8, 6, -7, -2, 101
COc1ccc(-c2cc(C(=O)Nc3ccc(OC)c(OC)c3)no2)cc1
    4, 9, 4.4, -3, -5, -11, -79, -12, 1, 103
COc1ccc(/C=C2\SC(c3ccc(C)cc3)=NC2=O)cc1OC
    2, 3, -1.5, -11, 14, 2, -13, -53, 4, 127
CN1CCN(c2ccc(NC(=O)c3cc(S(N)(=O)=O)ccc3N3CCOCC3)cc2)CC1
    -6, -8, 0.3, -3, 11, 34, 4, 6, 0, 96
Cc1ccc(NC(=O)CCCCCN2C(=O)c3ccccc3C2=O)nc1
    0, 4, -2.7, -1, -2, 7, -10, -4, 2, 103

Single records, as listed above. Screens in order: HTR2A ag, MC4R antagonist, MC4R ag barr, NOD2 RIPK2 PPI, H9c2 protect, NCOA2 inhibitor, ABHD5-PLIN5 inh, TLR9-MyD88 inh, Glyco luc inh, ABCB6 inh MLPCN
Entry for Cc1cc(C)nc(SCc2ccc([N+](=O)[O-])cc2)n1 = -3, 0, -1.6, 1, 1, -7, -3, -4, 0, 103
Entry for CC(=O)N1CCc2cc(S(=O)(=O)NC(CC(C)C)C(=O)N3CCCC3)ccc21 (stereo not given) = -5, 1, -0.2, -3, 9, 3, 4, -1, 2, 98
Entry for COc1ccc(N2CCN(S(=O)(=O)c3ccc4c(c3)CC(C)N4C(=O)C3CC3)CC2)cc1 (stereo not given) = 0, -2, -1.4, 7, -11, -8, -1, 1, 0, 102

The results go on:
Sequence of screens – HTR2A ag, MC4R antagonist, MC4R ag barr, NOD2 RIPK2 PPI, H9c2 protect, NCOA2 inhibitor, ABHD5-PLIN5 inh, TLR9-MyD88 inh, Glyco luc inh, ABCB6 inh MLPCN
Cc1nonc1OCCNCCNc1ccccc1[N+](=O)[O-]
    -7, 16, -1.7, 1, 1, -21, 0, 8, 0, 100
C(=C\N1CCCCCC1)/c1nnnn1-c1ccc(-c2ccccc2)cc1
    -1, 10, 1.6, -8, 7, -15, 2, 0, 1, 94
CCn1c(SC(C)C(=O)NCC2CCCO2)nc2scc(-c3ccccc3)c2c1=O (stereo not given)
    -4, -3, 1.4, -12, 4, -33, -11, -5, -4, 168
CCC(=O)c1cn(CCOc2ccccc2OC)c2ccccc12
    -5, 3, -2.2, 1, -11, 9, -7, 3, -1, 97
CSc1ncccc1C(=O)N1CCCC(CCC(=O)NCc2ccc(F)c(F)c2)C1 (stereo not given)
    2, -1, -2.6, -2, 2, -11, -7, -1, 5, 100
O=C(O)COc1ccc2c(c1)O/C(=C\c1ccco1)C2=O
    0, -16, -0.5, -2, 0, -1, 6, -8, 2, 90
CC(=O)Nc1ccc(S(=O)(=O)Nc2ccccc2C(=O)NCc2cccnc2)cc1
    3, 7, -1.8, 0, -6, -44, 0, 16, 2, 98
NS(=O)(=O)c1ccc(CCNC(=O)COC(=O)c2nc(Cl)ccc2Cl)cc1
    4, 10, 0.1, -5, 9, -2, -4, -13, -2, 98
Cn1c(C(N)=O)cnc1Sc1ncc(C(F)(F)F)cc1Cl
    6, -1, -1.7, -9, 2, -17, -2, -12, 2, 95
Cc1ccccc1N(C(=O)Cn1nnc2ccccc21)C(C(=O)NCc1ccco1)c1ccncc1 (stereo not given)
    3, 1, -0.8, 0, 6, -3, 3, 8, 8, 98
Cc1ccc(S(=O)(=O)N2CCC(=O)N(CCOCc3cccc(C)c3)CC2)cc1
    -5, 6, 0.2, -5, -4, 16, 0, 5, -3, 95
Cc1ccc(NC(=O)CSc2nnc(-c3ccoc3C)n2CCCN(C)C)cc1Cl
    -12, 11, -0.6, 9, 4, -11, -2, -1, -2, 99
COc1ccc(-c2cccc(NS(=O)(=O)c3cc([N+](=O)[O-])ccc3C)c2)nn1
    5, 14, -2.7, -10, -7, -13, 3, -3, 1, 100
Cc1cccc(NC(=O)CSc2ncnc3sc(C)c(C)c23)n1
    0, 2, -2.9, 8, -1, 7, -9, -8, 0, 102
CC(=O)c1cc(F)c(N2CCN(C(=O)COc3ccccc3F)CC2)cc1C
    6, 21, 1.4, 0, -23, -4, 5, 5, 1, 89
C/C(=N\NC(=O)C1CCCC1)c1ccc(Cl)c(Cl)c1
    -2, -7, -0.7, -4, -10, -33, 3, -7, 0, 94
COc1cccc(C2=Cc3ccc(F)cc3C(CC(C)=O)N2c2ccc(-c3cc(OC)c(OC)c(OC)c3)cc2)c1 (stereo not given)
    2, x, x, 2, x, -11, -14, x, x, 96
O=C(O)CC(CC(=O)O)(C(=O)O)c1ccccc1
    0, -6, -0.2, 4, -4, 8, 0, -2, 0, 97
CCN(CC)C(=O)CN(C)S(=O)(=O)c1cccc2nsnc12
    9, 20, -0.3, 0, 0, -2, -2, 6, 2, 96
Cc1cccc(CN2CCC(CNC(=O)CCNC(=O)Cn3ccc4ccccc4c3=O)CC2)c1
    -2, 1, -2.2, 4, -3, 3, -2, -7, 0, 88
CC(C)c1nnc(NC(=O)Cn2nc(-c3ccc4c(c3)OCCO4)ccc2=O)s1
    3, -1, 0.6, 0, 11, 0, -4, -7, 0, 101
COc1ccc(CN2CC34C=CC(O3)C(C(=O)O)C4C2=O)cc1 (stereo not given)
    4, 2, -2.2, 5, -2, -20, 4, 5, 0, 98
CCOC(=O)C1C(C(=O)OC)=C(c2ccc(F)cc2)c2ccccc2N1S(=O)(=O)C(F)(F)F (stereo not given)
    -1, 2, -1.1, -7, 4, -2, -3, -2, -1, 101
CC(c1ccccc1F)n1cc(C(=O)NCc2ccncc2)nn1 (stereo not given)
    0, 1, -0.1, -1, -1, 7, 4, -1, 1, 92

3 compounds from above, arranged by the value under MC4R antagonist, lowest first:
SMILES	MC4R antagonist
C/C(=N\NC(=O)C1CCCC1)c1ccc(Cl)c(Cl)c1	-7
CC(c1ccccc1F)n1cc(C(=O)NCc2ccncc2)nn1 (stereo not given)	1
CCN(CC)C(=O)CN(C)S(=O)(=O)c1cccc2nsnc12	20

Two compounds drawn at random from those above:
Sequence of screens – HTR2A ag, MC4R antagonist, MC4R ag barr, NOD2 RIPK2 PPI, H9c2 protect, NCOA2 inhibitor, ABHD5-PLIN5 inh, TLR9-MyD88 inh, Glyco luc inh, ABCB6 inh MLPCN
COc1cccc(C2=Cc3ccc(F)cc3C(CC(C)=O)N2c2ccc(-c3cc(OC)c(OC)c(OC)c3)cc2)c1 (stereo not given)
    2, x, x, 2, x, -11, -14, x, x, 96
Cc1ccccc1N(C(=O)Cn1nnc2ccccc21)C(C(=O)NCc1ccco1)c1ccncc1 (stereo not given)
    3, 1, -0.8, 0, 6, -3, 3, 8, 8, 98

Only part of the results is shown; the hit share may differ from the screen's.
